Pin1 inh: inhibitors of human Pin1 | Pin1 FP peptide displacement, HiFluor488, 10 min | Q13526 | 0.009% of 390,000 active | Potency, µM (doses to about 115 µM), for inactives: at the top dose activity, negative = inhibition, most hits filed as inhibitors; active = well fitted inhibition curve with a large enough effect in the polarisation, with a control signal flat, not every such curve was filed as active; inconclusive = small, poorly fitted or top-dose-only effect, or effect the other way, or a change in a side signal; inactive = no such curve, though single readings can be large or run the other way; the % refers to the polarisation; also: potency is read from the fitted curve at half-maximal effect; % is scaled to controls: 0 for no effect and ±100 for the full control effect
Target sequence (Q13526 whole entry, looked up): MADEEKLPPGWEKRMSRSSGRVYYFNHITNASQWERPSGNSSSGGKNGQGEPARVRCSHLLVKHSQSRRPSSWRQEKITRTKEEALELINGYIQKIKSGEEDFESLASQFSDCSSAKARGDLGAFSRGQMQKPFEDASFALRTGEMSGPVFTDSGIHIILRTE
TrxR1 substrate: is turned over as a substrate by rat TrxR1 | purified TrxR1 substrate turnover, NADPH consumption readout | O89049 | Potency, µM (titrated, usually from 114 µM), without a hit: top-dose activity change, negative = substrate turnover | 0.01% of 390,000 active; also: potency is read from the fitted curve at half-maximal effect; % is scaled to controls: 0 for no effect and ±100 for the full control effect; nearly all actives have a fitted effect of over 50% in size
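Rat TrxR1, dispensed at 90 nM, was prereduced with 400 uM NADPH (final) for 5 min at ~22 deg C, then incubated with compound 15 min before 400 uM selenite. A first-read NADPH fluorescence drop versus no-compound background flagged substrates.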
IDH1 R132H inh: human IDH1 R132H inhibition; Potency, µM (series often up to 76.6 µM), inactives show top-dose activity change, negative = inhibition, hits mostly inhibitors; O75874; IDH1-R132H enzyme, NADPH consumption, diaphorase/resazurin fluorescence; 0.093% of 390,000 active; also: potency is read from the fitted curve at half-maximal effect; % is scaled to controls: 0 for no effect and ±100 for the full control effect; nearly all actives have a fitted effect of over 65% in size
Target sequence (O75874 whole entry R132H, stated change not applied): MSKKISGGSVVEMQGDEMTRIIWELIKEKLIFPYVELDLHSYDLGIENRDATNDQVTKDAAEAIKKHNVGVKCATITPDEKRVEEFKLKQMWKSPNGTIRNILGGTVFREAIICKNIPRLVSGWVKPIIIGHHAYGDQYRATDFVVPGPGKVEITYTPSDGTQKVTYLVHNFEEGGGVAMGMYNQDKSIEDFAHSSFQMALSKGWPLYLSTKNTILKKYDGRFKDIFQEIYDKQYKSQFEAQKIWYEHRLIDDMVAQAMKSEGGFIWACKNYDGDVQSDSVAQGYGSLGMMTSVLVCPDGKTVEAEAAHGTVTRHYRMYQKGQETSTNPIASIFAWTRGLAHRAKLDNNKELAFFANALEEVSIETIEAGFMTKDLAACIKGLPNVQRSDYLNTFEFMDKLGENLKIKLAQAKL
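IDH1-R132H (0.5 ug/mL) preincubated 30 min with compound, then NADPH (0.016 mM) and alpha-KG (2 mM) added; 80 min at RT, pH 7.5. Remaining NADPH coupled via diaphorase/resazurin to fluorescence (540/590 nm); concentration-response curves normalized to no-enzyme control.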
TRHR PAM: allosteric enhancers of human TRH receptor | enhancement, % at 2 µM | TRHR cells, fluo-8 calcium fluorescence, EC20 TRH enhancement | 0.66% of 360,000 active; in the data active = enhancement above about 30%; also: 0% is about no effect
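Enhancer read-out: after compound pinning and an initial kinetic agonist-mode read, an EC20 of TRH (10 nM final) was injected and fluo-8 calcium signal (Ex 480/Em 530) followed at 1 s/cycle for 100 cycles in TRHR-expressing cells.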
D2 ag: activates the human D2 dopamine receptor; P14416; HEK293 T-REx D2 cells, calcium flux agonist mode; activation, % at 2 µM; 0.53% of 340,000 active; AID 485358;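 active = activation over 3 SD above normal in the single-dose calcium agonist read, cut at about 30% in these data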; also: 0% is about no effect
Target sequence (P14416 whole entry, looked up): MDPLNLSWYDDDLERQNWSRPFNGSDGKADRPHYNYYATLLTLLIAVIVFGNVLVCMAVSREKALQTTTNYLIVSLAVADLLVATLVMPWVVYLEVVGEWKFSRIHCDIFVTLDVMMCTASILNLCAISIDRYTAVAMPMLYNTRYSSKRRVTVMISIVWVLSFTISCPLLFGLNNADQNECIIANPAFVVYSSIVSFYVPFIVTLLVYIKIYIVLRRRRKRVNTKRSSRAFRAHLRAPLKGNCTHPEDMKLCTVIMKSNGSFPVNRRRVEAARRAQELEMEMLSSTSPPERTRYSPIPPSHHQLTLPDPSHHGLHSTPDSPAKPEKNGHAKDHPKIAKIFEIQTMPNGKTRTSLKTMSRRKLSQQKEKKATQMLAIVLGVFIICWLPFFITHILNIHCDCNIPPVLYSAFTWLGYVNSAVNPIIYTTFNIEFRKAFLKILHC
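In this primary screen, compounds producing a positive calcium signal within 180 s of addition to tetracycline-induced, force-coupled HEK293 Trex D2 cells are flagged; cells are dye-loaded with a no-wash calcium kit beforehand.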
USP1 inh: inhibitors of human USP1/UAF1 deubiquitinase | recombinant USP1/UAF1, Ub-Rhodamine cleavage fluorescence | Potency, µM (top dose mostly 57.1 µM), for inactives: top-dose activity change, negative = inhibition, usual class: inhibitors | 0.23% of 390,000 active; also: potency is read from the fitted curve at half-maximal effect; % is scaled to controls: 0 for no effect and ±100 for the full control effect; nearly all actives have a fitted effect of over 60% in size; inactives centre near -12
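USP1/UAF1 complex at 1 nM was preincubated with compound for 15 min at room temperature, then Ub-Rho substrate (150nM final) was added. Fluorescence (480/540 nm) was read kinetically, 6 reads every 60 seconds.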
rTrxR1 inhibitor: blocks rat thioredoxin reductase 1 | O89049 | recombinant rTrxR1, NADPH fluorescence consumption, selenite substrate | Potency, µM (titrated, usually from 114 µM), inactives show at the highest dose activity change, negative = inhibition, hits mostly inhibitors | 1% of 390,000 active | AID 588453; also: potency is read from the fitted curve at half-maximal effect; % is scaled to controls: 0 for no effect and ±100 for the full control effect; nearly all actives have a fitted effect of over 65% in size
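Rat TrxR1 (90 nM in the dispensed reagent) was pre-reduced with 400 uM NADPH for 5 min at room temperature, then incubated with compound for 15 min. After 400 uM selenite was added, NADPH fluorescence (Ex 340/Em 450 nm) was followed for 8 min.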
TRHR ag: TRH receptor (human) agonism; P34981; TRHR cells, calcium flux fluo-8, FDSS agonist mode; activation, % at 2 µM; 0.18% of 360,000 active; AID 493084; in the data active = activation above about 30%; also: 0% is about no effect
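TRHR-expressing cells, plated overnight in medium with 10% serum, were loaded with fluo-8 calcium dye at room temperature. After a 10 s baseline, library compound was pin-added and calcium release was recorded kinetically (ex 480/em 530) as agonist response.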
D2 antag: antagonizes the human D2 dopamine receptor; HEK293 TREx D2 cells, calcium flux, dopamine EC80; inhibition, % at 10 µM; 2% of 340,000 active; AID 485344; in the data active = inhibition above about 30%; also: 0% is about no effect
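Tetracycline-induced HEK293 TREx cells expressing D2 receptor forced-coupled to calcium signalling, loaded with no-wash calcium dye. Compounds added and calcium flux read 180 s, then dopamine added at EC80 and read a further 180 s.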
* marks the source's active call; other numbers are inactive results; ? = inconclusive; / = not tested or not shown; & = joins results of further samples; [ ] = remark or other dose. Unless noted, calls follow the shape of the dose curve; as a rule, active = well fitted inhibition curve with a large enough effect; inconclusive = small, poorly fitted or top-dose-only effect; inactive = no such curve, though single readings can be large or run the other way.

cpd	Structure	Pin1 inh	TrxR1 substrate	IDH1 R132H inh	TRHR PAM	D2 ag
1	CCOC(=O)c1cc(-c2ccccc2)n(CC(=O)Nc2ccc(OC)cc2)c1C	-3%	0%	0%	7	/
2	CCc1cccc(NC(=O)CSCc2cc(=O)[nH][nH]2)c1	?	13%[57.1 µM]	8%	-9	-0.7
3	Cc1ccc(OCCNC(=O)CCc2ccccc2)cc1C	-5%	-3%	4%	/	/
4	Cc1ccccc1Oc1nc2c(C)cccn2c(=O)c1/C=C(\C#N)C(=O)NC1CCS(=O)(=O)C1 (stereo not drawn)	18%	-1%[57.1 µM]	7%	-6	0.7
5	CCOc1cc(/C=N/NC(=O)c2cccnc2)ccc1OC(=O)c1ccco1	-4%	-15%[57.1 µM]	0%	-3	-1.1
6	O=C(CN1C(=O)COc2ccccc21)N(CCCN1CCOCC1)CC1CC=CCC1 (stereo not drawn)	-9%	-8%	6%	0	0.7
7	COc1ccc(S(=O)(=O)N2CCC(C(=O)NCc3ccncc3)CC2)cc1C	-3%	1%	-6%	2	1.1
8	O=C(CCN1CCN(CCO)CC1)Nc1ccc(C2CCCC2)cc1	-1%	4%	-1%	-10	1.4
9	O=C(Nc1cccc(Cl)c1)Nc1cnccn1	1%	0%	0%	-6	0.3
10	O=C(CCCCC(=O)Nc1ccc(F)cc1F)Nc1ccc(F)cc1F	-7%	9%[57.1 µM]	-1%	/	/
11	CCOc1ccc(CCNC(=O)COC(=O)c2ccncc2)cc1OCC	6%	5%	-7%	/	/
12	COc1cc(NC(=O)c2ccccc2)ccc1NC(=O)c1cc2ccccc2o1	0%	13%&25%	7%&56%	10&4	-0.4&0.1

cpd	USP1 inh	rTrxR1 inhibitor	TRHR ag	D2 antag
1	-22%	13%	0.1	/
2	-10%	-2%[57.1 µM]	-0.2	1
3	-5%	8%[57.1 µM]	/	/
4	-14%	-15%[57.1 µM]	-0.5	3
5	?	25%[57.1 µM]	-0.3	9
6	6%	3%	-0.5	-1
7	-24%	15%	-0.9	-22
8	-21%	10%	1.2	-11
9	-15%	28%	0.2	-1
10	1%	1%[57.1 µM]	/	/
11	2%	33%[activator]	/	/
12	?	17%&6%	-0.3&-0.2	-9

Continued, overlapping the part above by 3 compounds.
cpd	Structure	Pin1 inh	TrxR1 substrate	IDH1 R132H inh	TRHR PAM	D2 ag
10	O=C(CCCCC(=O)Nc1ccc(F)cc1F)Nc1ccc(F)cc1F	-7%	9%[57.1 µM]	-1%	/	/
11	CCOc1ccc(CCNC(=O)COC(=O)c2ccncc2)cc1OCC	6%	5%	-7%	/	/
12	COc1cc(NC(=O)c2ccccc2)ccc1NC(=O)c1cc2ccccc2o1	0%	13%&25%	7%&56%	10&4	-0.4&0.1
13	CC(C)c1nc2n[nH]c(N)c2c2c1CCCC2	4%	-4%	7%	1	/
14	CCC(=O)Nc1c2c(nn1-c1ccc(OC)cc1)CS(=O)C2 (stereo not drawn)	-5%	9%	17%	4	0.8
15	COc1cccc(NC2=C(Cl)C(=O)OC2OC(=O)c2ccco2)c1 (stereo not drawn)	?	7%[57.1 µM]	6%	-4	-0.2
16	Cc1cccc(-c2noc(-c3cc(C(C)C)[nH]n3)n2)c1	-10%	-1%[57.1 µM]	-3%	-6	0.4
17	C=CCNS(=O)(=O)c1ccc(C(=O)OCc2cc(=O)oc3cc(OC)ccc23)cc1	45%[activator]	37%[activator]	-2%	-4	-0.1
18	COc1ccc(Cl)cc1C(=O)NNC(=S)NC1CCCCC1	1%	5%[57.1 µM]	25%	7	0.5
19	COc1ccc(C(=O)Nn2c(SCC(=O)N3CCC(C)CC3)nc3ccccc3c2=O)cc1	0%	5%[57.1 µM]	-3%	-6	0.3
20	COc1ccc(C2c3c(oc4ccccc4c3=O)C(=O)N2CCCN2CCOCC2)cc1 (stereo not drawn)	-6%	3%	-5%	/	/
21	COc1cccc(/C=N/NC(=O)COc2cccc3cccnc23)c1O	25%	3%	2%	-9	7.3
22	CCCNC(=S)N1CCC(NC(=O)C2CCCCC2)CC1	-6%	0%	5%	4	0.5
23	O=C(COC(=O)c1n[nH]c(=O)c2ccccc12)Nc1ccccc1F	-2%	2%	1%	/	/
24	CCOC(=O)c1c(N)c2cc([N+](=O)[O-])ccc2n1C	-10%	-10%	0%	2	-0.4

cpd	USP1 inh	rTrxR1 inhibitor	TRHR ag	D2 antag
10	1%	1%[57.1 µM]	/	/
11	2%	33%[activator]	/	/
12	?	17%&6%	-0.3&-0.2	-9
13	-2%	1%	-0.8	/
14	-23%	12%	0.1	25
15	-5%	?	-0.6	-1
16	-15%	15%[57.1 µM]	5.2	/
17	-9%	1%	0.1	-2
18	-7%	22%	-0.4	11
19	-8%	6%[57.1 µM]	2.2	-8
20	-27%	35µM*	/	/
21	-26%	6%	-1.0	-3
22	-20%	5%	-0.1	19
23	-7%	13%	/	/
24	-13%	8%	-0.4	-19

Reformatted: entries from further up.
Sequence of screens: Pin1 inh	TrxR1 substrate	IDH1 R132H inh	TRHR PAM	D2 ag	USP1 inh	rTrxR1 inhibitor	TRHR ag	D2 antag
[11] CCOc1ccc(CCNC(=O)COC(=O)c2ccncc2)cc1OCC
    6%	5%	-7%	/	/	2%	33%[activator]	/	/
[12] COc1cc(NC(=O)c2ccccc2)ccc1NC(=O)c1cc2ccccc2o1
    0%	13%&25%	7%&56%	10&4	-0.4&0.1	?	17%&6%	-0.3&-0.2	-9

Down the list, as entered above:
IDH1 R132H inh, compounds 3–11, in order: 4%, 7%, 0%, 6%, -6%, -1%, 0%, -1%, -7%

The listing continues.
cpd	Structure	Pin1 inh	TrxR1 substrate	IDH1 R132H inh	TRHR PAM	D2 ag
25	Cc1ccc(O)c(NC(=O)c2cccc(NC(=O)c3ccco3)c2)c1	-6%	1%	6%	-8	0.2
26	Cc1cnc(C(=O)N2CCCC(C(=O)c3ccc(C(F)(F)F)cc3)C2)cn1 (stereo not drawn)	?	2%	-2%	-19	0.5
27	COc1ccc(C(=O)Nc2c3c(nn2-c2ccc(Cl)cc2)CS(=O)(=O)C3)cc1	1%	-4%	13%	1	-0.5
28	O=c1cc(-c2nn[nH]n2)[nH]c(=O)[nH]1	3%	1%	4%	/	/
29	O=C(Nc1ccc2c(c1)OCO2)C1CC(=O)N(c2ccccc2)C1 (stereo not drawn)	-10%	-9%	0%	-3	5.8
30	Cc1cc(C(=O)NNC(=O)Cc2ccc(Cl)c(Cl)c2)c(C)o1	-4%	3%	3%	-7	/
31	CCOc1ccc(NC(=O)c2ccc(F)cc2F)cc1	1%	-11%	3%	/	/
32	Cc1ccc2cccc(NC(=O)COc3ccccc3[N+](=O)[O-])c2n1	-6%	-6%	/	2	6.4
33	O=C(CSc1nc2cc(Cl)ccc2o1)Nc1ccc(N2CCOCC2)cc1	-1%	1%	7%	7	-0.2
34	CC(=O)C1=C(C)N(Cc2ccccc2)C(=O)N[C@H]1c1cccc(C(F)(F)F)c1	-1%	-6%	-6%	-5	0.5
35	COc1ccc(OC)c(NC(=O)CNC(=O)Cn2cnc3sc(C)cc3c2=O)c1	-4%	-11%	9%	-3	1.7
36	COc1cccc(Nc2cc(C)nc3ccccc23)c1	2%	11%	7%	-5	0.5

cpd	USP1 inh	rTrxR1 inhibitor	TRHR ag	D2 antag
25	-19%	4%	-0.3	5
26	-2%	7%	0.4	-5
27	-8%	0%	0.0	-9
28	?	25%	/	/
29	-14%	1%	-0.3	15
30	-17%	0%	-0.6	/
31	-7%	?	/	/
32	-24%	-7%	0.2	/
33	-4%	20%	-0.7	-14
34	-13%	1%	-0.1	15
35	-15%	-34%	-0.4	-9
36	-26%	24%	-0.1	-16

New compounds follow.
cpd	Structure	Pin1 inh	TrxR1 substrate	IDH1 R132H inh	TRHR PAM	D2 ag
37	CC(C)CCNc1nc(N2CCCC2)c2c(c1C#N)CCN(C)C2	-9%	-3%	5%	-8	-0.3
38	CC(C)NC(=O)C1=CC(c2ccc3c(c2)OCO3)=NS(=O)(=O)N1C	1%	2%	18%	-2	/
39	Cc1ccc(-c2nc(CS(=O)CC(=O)NC3CCCC3)c(C)o2)cc1 (stereo not drawn)	2%	3%[57.1 µM]	0%	13	/
40	CCOC(=O)C1=C(Cn2cnc3ccccc32)NC(=O)NC1c1cc(C)ccc1C (stereo not drawn)	7%	5%	0%	14	0.8

cpd	USP1 inh	rTrxR1 inhibitor	TRHR ag	D2 antag
37	-7%	-2%	-0.4	-12
38	-26%	21%	-0.4	/
39	-18%	?	-0.4	/
40	-8%	0%	-0.1	-10

An excerpt from above in order of the TRHR ag value, lowest first.
| cpd | Molecule | TRHR ag |
| --- | --- | --- |
| 13 | CC(C)c1nc2n[nH]c(N)c2c2c1CCCC2 | -0.8 |
| 39 | Cc1ccc(-c2nc(CS(=O)CC(=O)NC3CCCC3)c(C)o2)cc1 (stereo not drawn) | -0.4 |
| 16 | Cc1cccc(-c2noc(-c3cc(C(C)C)[nH]n3)n2)c1 | 5.2 |

These rows are one share of the data; rates above refer to the full screens.
